T cell modulator: T cell immune modulators affecting CD8 T cell-vesicle binding; AID 2052; 2C CD8+ T cell-vesicle binding, flow cytometry; hits give low values; calls only at 7 µM; 0.068% of 330,000 active;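 active = response, share of CD8 T cells binding vesicles, and their 90th percentile fluorescence all below set limits, cut at about 80% in these data, passing the limit was not always enough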
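material = purified 2C TCR transgenic mouse naive CD8+ T cells | controls = Unloaded micro-vesicles (low), QL9 vesicles with 0.7% DMSO (high) | detection = cytometric PE anti-B7-1 and Alexa647 anti-CD8 signals after 1% paraformaldehyde fixation | incubation = binding step 1.5 h, 37 °C, antibody labelling 20 min, ice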
M17LAP inhibition: P. falciparum M17LAP inhibitors, primary screen, biochemical, fluorogenic H-Leu-NHMec substrate, 1536-well (AID 1619) | recombinant M17LAP, H-Leu-NHMec fluorogenic kinetic assay; higher % means a stronger effect | one-dose inhibition, % at 30 µM; IC50 in µM for titrated hits | 0.38% of 220,000 active;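 active = compound inhibiting the enzyme by more than half at any dose during confirmatory dose-response retesting; inconclusive = strong single-dose inhibitors picked by rank but not retested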;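 note: plate controls were full reaction with DMSO carrier for no effect and no enzyme background for full effect; strong numbers were not always called active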
Autophagy HCS: alters autophagy in cells | calls only at 10 µM (by protocol) | 0.98% of 190,000 active | MEF GFP-LC3 puncta imaging; test concentration mostly 10 µM;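 active = percentage of spot-positive cells more than 3 SD above its plate mean, without a fluorescence outlier flag or 80% toxicity; inconclusive = no clear call, values can overlap the other calls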;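 note: spot-positive cell cutoff set from DMSO-treated cells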
bCat nuc transl: alters nuclear translocation of beta-catenin in HeLa cells; 0.3% of 190,000 active; immunofluorescence imaging; nuclear translocation activity, % at 5 µM; AID 1665;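 active = nuclear translocation activity above 50% at 5 µM, with a well cell count of 50 or more; inconclusive = wells under 50 cells across six images, flagged as toxic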;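 note: per-cell ratio of nuclear to cytoplasmic median beta-catenin stain intensity; plate controls were DMSO negative control for no effect and GSK-3 inhibitor IX positive control for full effect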
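Technique: fluorescence imaging of beta-catenin antibody stain plus DAPI / Material: human HeLa cell line / Incubation: compound treatment 24 h, 37°C, 5% CO2 / Read-out basis: % activation of per-cell nuclear versus cytoplasmic median beta-catenin signal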
MT stabilizer: microtubule stabilization, imaging screen; AID 2205; HeLa tubulin immunostaining HCS, 24 h; share of cells brighter than vehicle mean+2SD; % tubulin-high responders, % at 10 µM; 0.83% of 200,000 active;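 active = plate Z-score above 3 for both tubulin-high and condensed-nucleus cell shares, with cell loss under 80%, at 10 µM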;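 note: anti alpha tubulin signal scored within the nucleus-defined area of each cell; some results filed as inactive read as strong as hits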
Dynein cargo inh: blocks dynein driven cargo transport along microtubules; 3617.4 mouse cells, GR-EGFP nuclear translocation imaging; test concentration mostly 20 µM; stimulated with dexamethasone, 1 µM; hits give low values; z-score, hits read low; 0.47% of 220,000 active;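 active = plate z-score of nuclear minus cytoplasmic receptor signal below a set negative limit, without overly bright fluorescence or cell loss, cut at about -3.5 in these data, passing the limit was not always enough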;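 note: z-score of nuclear minus cytoplasmic ring GR-EGFP intensity difference per well; some compounds called inactive have numbers as strong as hits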
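Also added – dexamethasone, 1.0 µM final · Buffer or medium – tet-free, stripped-serum medium · Schedule – induction 48 h, compound 1 h, agonist 30 min · Detection – formaldehyde fixation, Hoechst nuclear stain, 10x automated fluorescence imaging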
WT yeast gro inh: growth inhibition of WT yeast, mitochondrial fusion screen. 2.1% of 190,000 active. AID 1362. mitochondrial fusion phenotypic screen, WT strain. inhibition, % at 10 µM; in the data active = inhibition above about 58%; tested in S. cerevisiae
P. falciparum M1AAP: P. falciparum M1AAP inhibitors, biochemical, fluorogenic H-Leu-NHMec substrate, 1536-well (AID 1445); recombinant M1AAP, H-Leu-NHMec fluorogenic kinetic assay; higher % means a stronger effect; inhibition, % at 30 µM; hits with a dose series show IC50 in µM; 0.42% of 220,000 active;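 active = primary inhibition above the hit cutoff, then over 50% inhibition at one or more dose response concentrations, cut at about 23% in these data, passing the limit was not always enough; inconclusive = conflicting primary data, or primary hits not chosen for dose response; inactive = low primary inhibition, or under 50% at every dose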;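 note: plate controls were DMSO full reaction for no effect and no enzyme background for full effect; strong numbers were not always called active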
Yfh1-depleted yeast: mitochondrial function rescue without frataxin homolog – Friedreich's ataxia, plus single-dose screen, dose response (AID 1465). S. cerevisiae Yfh1-off respiration, WST-1 reduction, 72 h; higher fold induction means a stronger effect. 0.074% of 220,000 active. one-dose fold induction at 50 µM; EC50 in µM for titrated hits;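 active = fold induction of absorbance versus untreated yeast above a set limit, then at least 30% activation at any dose in follow-up; inconclusive = repeats straddling the limit, or above it without dose testing; inactive = fold induction below the set limit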;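 note: activators that raise dye reduction in frataxin-depleted yeast; strong numbers were not always called active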
WT yeast gro inh mutant strain: second read-out of WT yeast gro inh, no call of its own (marks repeat the call); inhibition, %; mitochondrial fusion phenotypic screen, mutant strain inhibition
Dynein cargo inh cytoplasmic EGFP: further read-out of Dynein cargo inh, marked with its call; z-score; measured here: cytoplasmic GR-EGFP intensity; hits give high values
Dynein cargo inh nuclear GR-EGFP: second read-out of Dynein cargo inh, no call of its own (marks repeat the call); z-score; measured here: nuclear GR-EGFP intensity;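 lower value marks the stronger effect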
Dynein cargo inh cell count: second read-out of Dynein cargo inh, no call of its own (marks repeat the call); z-score; measured here: cell count per field
bCat nuc transl cell count 5 µM: further read-out of bCat nuc transl, marked with its call; cell count; measured here: cell count, cytotoxicity flag
T cell modulator vesicle-bound %: further read-out of T cell modulator, marked with its call; double positive events, %; measured here: CD8+ vesicle-bound cell fraction;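 binding gate set so that unloaded-vesicle control wells show 10% double positive cells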
MT stabilizer Hoechst-high %: recorded beside MT stabilizer, whose call it bears; % Hoechst-high responders; measured here: nuclear condensation Hoechst responders;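 share of cells brighter than vehicle mean plus two SD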
MT stabilizer cytotoxicity %: also measured in MT stabilizer; calls as there; toxicity, %; measured here: cytotoxicity by cell density;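 0% = mean cell density of plate MIN control wells and 100% = no cells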
Autophagy HCS cell loss 18 h: second read-out of Autophagy HCS, no call of its own (marks repeat the call); toxicity, %; measured here: cell loss, nuclei count;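 cell loss after 18 h compound exposure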
Numbers without * were called inactive; i = inactive; ? = inconclusive; nt = not tested or not shown. Compounds as they come. Share with any hit: about 4.4%.

SMILES	T cell modulator	T cell modulator vesicle-bound %	M17LAP inhibition	Autophagy HCS	Autophagy HCS cell loss 18 h	bCat nuc transl	bCat nuc transl cell count 5 µM	MT stabilizer	MT stabilizer Hoechst-high %	MT stabilizer cytotoxicity %	Dynein cargo inh	Dynein cargo inh cytoplasmic EGFP	Dynein cargo inh nuclear GR-EGFP	Dynein cargo inh cell count	WT yeast gro inh	WT yeast gro inh mutant strain	P. falciparum M1AAP	Yfh1-depleted yeast
Nc1c(C(=O)c2ccccc2)sc2nsc(SCCN3CCOCC3)c12	i	26	-1%	nt	nt	2.7	1203	nt	nt	nt	0.05	2.4	0.22	0.63	nt	nt	9%	i
CC(=O)N1CCN(C(=O)COc2ccccc2C(=O)Nc2ccccc2)CC1	i	53	10%	i	0	1.9	1083	2.5	1.5	8.0	1.1	-0.22	0.48	0.13	6	-16	-10%	i
COc1ccc2cc(/C=N/NC(=O)c3c(Cl)cnn3C)c(Cl)nc2c1	i	56	-2%	i	21	5.1	487	3.1	1.4	0.6	-0.82	-0.13	0.39	1.3	0	-4	9%	i
CCC1=C(OC(=O)N(CC)CC)N2C(=O)OC(=NCC(=O)OC)[C@]2(Cc2ccccc2)[C@H]2C1=CC[C@H]1C(=O)N(CC(=O)OC)C(=O)[C@H]12	i	19	7%	nt	nt	0.2	1273	nt	nt	nt	0.42	-0.73	0.14	-0.26	nt	nt	4%	i
COC(CNS(=O)(=O)c1ccc(S(=O)(=O)N2CCCC2)cc1)OC	i	23	-4%	i	-9	0.8	1519	2.1	1.7	8.1	1	0.26	0.77	-1.1	-3	-17	0%	i
O=C(NNC(=O)c1ccc(-c2ccccc2)cc1)c1ccccc1	i	6	4%	i	0	-2.4	1170	6.6	2.8	4.6	-1.6	-0.24	-0.61	0.94	10	8	-3%	i
COc1ccc(NC(=O)C2=CCN(S(=O)(=O)c3ccccc3)CC2)cc1OC	i	25	nt	nt	nt	-1.1	1271	nt	nt	nt	0.89	-0.64	0.31	-1.4	nt	nt	nt	i
CCn1c(C)c2c([n+]1CC)CC(C)(C)CC2=O	i	11	-1%	i	2	nt	nt	0.9	1.6	9.1	-0.078	-0.32	-0.067	0.29	16	14	17%	i
C=CCC1(Cl)C(=O)C(Cl)=C(N2CCN(C)CC2)C1(OC)OC (stereo unspecified)	i	17	14%	nt	nt	-0.9	1297	nt	nt	nt	1.1	-0.19	1	-0.57	nt	nt	4%	i
CNC(=O)c1c(N)sc2c1CCCCC2	i	27	7%	i	-13	0.6	1142	3.6	3.7	10	-0.76	-0.4	-0.43	0.47	13	6	8%	i
O=C(CNC(=O)c1ccc(Cl)cc1Cl)NCC(=O)Nc1ccccc1N1CCOCC1	i	5	6%	i	8	-0.7	905	1.7	2.6	16	0.035	-0.4	0.027	0.4	nt	nt	3%	i
CC1(OC(=O)CCc2ccccc2)C(=O)C=C2C=C(c3ccc(C#N)cc3)N(Cc3ccco3)C=C2C1=O (stereo unspecified)	i	21	-6%	nt	nt	-2.2	1202	nt	nt	nt	-0.68	-0.67	-0.26	0.034	nt	nt	8%	>100µM*
CCOc1ccc(NC(=O)C2CCC(CNc3c(N4CCC(C)CC4)c(=O)c3=O)CC2)cc1 (stereo unspecified)	i	29	1%	nt	nt	-2.3	1202	nt	nt	nt	0.71	-0.28	-0.018	-0.29	nt	nt	4%	i
CCOC(=O)c1ccc(NC(=S)NCc2cccnc2)cc1	i	15	2%	i	-10	0.3	977	1.3	1.7	2.8	0.49	-0.23	0.66	0.47	-6	-3	-4%	i
O=C(O)c1cccnc1SC1CC(=O)N(Cc2ccccc2)C1=O (stereo unspecified)	i	17	-1%	i	-9	nt	nt	2.4	2.2	5.1	-0.69	-0.23	-0.61	-0.62	-2	-15	-3%	i
CCC(C)N1C(=O)CCC1C(=O)N1CCN(c2ccccc2F)CC1 (stereo unspecified)	i	14	-9%	i	-7	2.6	1342	2.6	1.7	6.4	-1.2	-0.23	-1.1	0.85	-1	19	-2%	i
C=CCNC(=O)CCCCC(=O)NCC=C	i	37	-7%	i	0	nt	nt	4.5	0.3	3.0	-0.81	-0.17	-0.012	0.38	-4	3	2%	i
Cc1cc(C)n2c(Nc3ccc4c(c3)OCCO4)c(-c3ccco3)nc2n1	nt	nt	-3%	i	3	nt	nt	1.4	4.4	9.5	-0.046	-0.2	-0.017	0.6	5	-6	11%	i
O/N=C(\c1ccc(Cl)cc1)c1cc2ccccc2o1	i	22	6%	i	8	nt	nt	7.0	2.4	1.1	-0.09	-0.2	0.16	0.14	-2	-1	-4%	nt
COC(=O)C1CCN(C(=O)Cc2c(OC)ccc3cc(Br)ccc23)CC1	i	24	4%	i	-6	-2.2	939	1.9	1.8	5.8	-0.47	-0.27	0.19	0.56	-6	-19	1%	i

Shown with two lines to a compound: three of the compounds above.
Results follow in this order: T cell modulator	T cell modulator vesicle-bound %	M17LAP inhibition	Autophagy HCS	Autophagy HCS cell loss 18 h	bCat nuc transl	bCat nuc transl cell count 5 µM	MT stabilizer	MT stabilizer Hoechst-high %	MT stabilizer cytotoxicity %	Dynein cargo inh	Dynein cargo inh cytoplasmic EGFP	Dynein cargo inh nuclear GR-EGFP	Dynein cargo inh cell count	WT yeast gro inh	WT yeast gro inh mutant strain	P. falciparum M1AAP	Yfh1-depleted yeast
C=CCNC(=O)CCCCC(=O)NCC=C
 : i	37	-7%	i	0	nt	nt	4.5	0.3	3.0	-0.81	-0.17	-0.012	0.38	-4	3	2%	i
CCOc1ccc(NC(=O)C2CCC(CNc3c(N4CCC(C)CC4)c(=O)c3=O)CC2)cc1 (stereo unspecified)
 : i	29	1%	nt	nt	-2.3	1202	nt	nt	nt	0.71	-0.28	-0.018	-0.29	nt	nt	4%	i
CCOC(=O)c1ccc(NC(=S)NCc2cccnc2)cc1
 : i	15	2%	i	-10	0.3	977	1.3	1.7	2.8	0.49	-0.23	0.66	0.47	-6	-3	-4%	i

Continuation:
SMILES	T cell modulator	T cell modulator vesicle-bound %	M17LAP inhibition	Autophagy HCS	Autophagy HCS cell loss 18 h	bCat nuc transl	bCat nuc transl cell count 5 µM	MT stabilizer	MT stabilizer Hoechst-high %	MT stabilizer cytotoxicity %	Dynein cargo inh	Dynein cargo inh cytoplasmic EGFP	Dynein cargo inh nuclear GR-EGFP	Dynein cargo inh cell count	WT yeast gro inh	WT yeast gro inh mutant strain	P. falciparum M1AAP	Yfh1-depleted yeast
CCN(CC)CCNC(=O)C(=O)Nc1ccc(C(=O)OC)cc1	i	58	14%	nt	nt	-0.6	1416	nt	nt	nt	0.75	-0.086	0.3	-1.3	nt	nt	7%	i
COc1cc(C(=O)Oc2ccccc2/C=N/NC(=O)c2ccc(Cl)cc2Cl)cc(OC)c1OC	i	51	7%	i	16	4.5	1048	2.0	1.5	11	0.29	-0.14	0.73	-0.6	4	12	-5%	?
CN(c1ccc(C(=O)N2CCOCC2)cc1)S(C)(=O)=O	i	10	-7%	i	1	1.9	1214	1.6	1.0	7.0	0.87	0.035	1.1	-1.2	0	-25	-12%	i
CCOc1ccc(-n2cc(-c3ccccc3)c3c(=O)[nH]cnc32)cc1	i	56	-7%	i	8	-1.9	1156	3.5	1.9	5.7	-0.76	-0.24	-0.26	1.2	29	39	2%	i
CCc1ccc(C(C)NC(=O)/C=C/c2ccc(Br)cc2)cc1 (stereo unspecified)	i	55	-4%	i	-7	1.9	1093	2.9	1.7	6.7	-0.12	-0.25	0.043	1.3	32	24	3%	i
COc1ccc(NC(=O)CSc2nc(C)cs2)cc1	i	6	-5%	i	-9	-2.8	1184	3.1	3.3	8.4	0.28	-0.35	0.61	1.7	-2	8	6%	i
CC(=O)Nc1ccc(C(=O)NNC(=O)CCc2ccccc2)cc1	i	53	-10%	i	-9	nt	nt	2.2	2.4	5.8	0.56	-0.21	-0.071	0.28	4	-22	9%	i
CN(C)CCCCCNCCCNC(=O)/C=N\O	i	38	5%	i	-5	2.1	1156	6.1	3.0	10	0.04	-0.22	0.22	-0.33	17	7	3%	i
CC(C)CC(c1nnnn1CC1CCCO1)N1CCN(Cc2ccc3c(c2)OCO3)CC1 (stereo unspecified)	i	34	6%	i	13	nt	nt	2.7	1.7	9.1	0.42	-0.2	0.57	0.38	14	17	7%	i
CCOc1ccc(C(=O)NCCCN2CCCC2=O)cc1	i	32	6%	i	-4	-2.2	1030	1.9	1.4	4.3	0.37	0.16	0.56	-0.25	-1	1	4%	i
OCCN(CCO)c1nc(-c2ccccc2)nc2c1oc1ccccc12	i	10	-5%	i	5	-1.4	1030	2.7	1.5	0.7	-0.097	-0.33	0.56	0.46	-25	-21	3%	i
O=C(Cc1ccc(-n2c(=O)c3ccccc3n(CC(=O)Nc3ccc(F)cc3F)c2=O)cc1)NCc1ccco1	i	58	1%	i	2	-3.9	1122	3.1	3.5	6.2	-1.2	0.74	-0.057	0.46	-6	12	8%	i

Screening results from PubChem.
